# mIDH1 inhibitor = inhibitors of human mutant IDH1 R132H; O75874; IDH1-R132H enzyme, NADPH consumption, diaphorase/resazurin fluorescence; Potency, µM (doses to about 76.6 µM), inactives show at the highest dose activity change, negative = inhibition, most hits filed as inhibitors; 390,000 compounds, 0.093% hits; AID 602179; also: potency is read from the fitted curve at half-maximal effect; % is scaled to controls: 0 for no effect and ±100 for the full control effect; nearly all actives have a fitted effect of over 65% in size
# Target sequence (O75874 whole entry R132H, stated change not applied): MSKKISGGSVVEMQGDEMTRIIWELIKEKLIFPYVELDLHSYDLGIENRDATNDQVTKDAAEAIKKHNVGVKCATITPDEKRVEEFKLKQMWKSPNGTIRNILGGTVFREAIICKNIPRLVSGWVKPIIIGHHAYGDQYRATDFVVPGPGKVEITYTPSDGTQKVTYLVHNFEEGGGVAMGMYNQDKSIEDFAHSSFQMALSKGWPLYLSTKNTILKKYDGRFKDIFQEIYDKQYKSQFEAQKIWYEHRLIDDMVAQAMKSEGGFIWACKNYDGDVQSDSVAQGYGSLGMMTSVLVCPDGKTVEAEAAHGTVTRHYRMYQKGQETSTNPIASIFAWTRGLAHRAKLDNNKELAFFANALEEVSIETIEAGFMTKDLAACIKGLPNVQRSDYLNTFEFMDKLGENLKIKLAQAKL
#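 IDH1-R132H (0.5 ug/mL) preincubated 30 min with compound, then NADPH (0.016 mM) and alpha-KG (2 mM) added; 80 min at RT, pH 7.5. Remaining NADPH coupled via diaphorase/resazurin to fluorescence (540/590 nm); concentration-response curves normalized to no-enzyme control.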
# TrxR1 substrate = rat thioredoxin reductase 1 substrate activity | 390,000 compounds, 0.01% hits | AID 588456 | Potency, µM (top dose mostly 114 µM), inactives show at the highest dose activity change, negative = substrate turnover | purified TrxR1 substrate turnover, NADPH consumption readout; also: potency is read from the fitted curve at half-maximal effect; % is scaled to controls: 0 for no effect and ±100 for the full control effect; nearly all actives have a fitted effect of over 50% in size
#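 Rat TrxR1, dispensed at 90 nM, was prereduced with 400 uM NADPH (final) for 5 min at ~22 deg C, then incubated with compound 15 min before 400 uM selenite. A first-read NADPH fluorescence drop versus no-compound background flagged substrates.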
# HP1b binding inh = blocks HP1-beta chromodomain binding to methylated histone tails | 390,000 compounds, 0.56% hits | P83916 | Potency, µM (top dose mostly 114 µM), inactives show top-dose activity change, negative = inhibition, most hits filed as inhibitors | AlphaScreen HP1-beta / biotin-H3K9me3 peptide binding | AID 540317; also: potency is read from the fitted curve at half-maximal effect; nearly all actives have a fitted effect of over 70% in size; inactives centre near 23
#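 Compound inhibition of the preformed complex between 50 nM HP1-beta and 50 nM biotinylated H3K9me3 peptide was read by AlphaScreen. Buffer was PBS pH 7.4 with 0.01% Tween-20. Incubations ran 30 min at room temperature, with 10 ug/mL donor/acceptor beads.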
# rTrxR1 inhibitor = inhibitors of rat thioredoxin reductase 1; O89049; recombinant rTrxR1, NADPH fluorescence consumption, selenite substrate; 390,000 compounds, 1% hits; Potency, µM (top dose mostly 114 µM), for inactives: at the top dose activity change, negative = inhibition, hits mostly inhibitors; AID 588453; also: potency is read from the fitted curve at half-maximal effect; % is scaled to controls: 0 for no effect and ±100 for the full control effect; nearly all actives have a fitted effect of over 65% in size
#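 Rat TrxR1 (90 nM in the dispensed reagent) was pre-reduced with 400 uM NADPH for 5 min at room temperature, then incubated with compound for 15 min. After 400 uM selenite was added, NADPH fluorescence (Ex 340/Em 450 nm) was followed for 8 min.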
# PI4K2A block = inhibitors of human PI4K2A. Q9BTU6. purified PI4K2A, ADP-Glo luminescence, 1 h; hits give low values. activity change, negative = inhibition, % at 76.9 µM. 420,000 compounds, 0.13% hits. AID 1346378; in the data active = activity change below about -50%; inconclusive = mostly about -30% to -49%;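 also: -100% = wells without enzyme as full effect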
#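 ADP-Glo luminescence measured ADP generated by PI4K2A enzyme (4 ug/mL before mixing) with 1.2 mM PI substrate (pre-mix) and 300 microM ATP (pre-mix). Tris pH7.5 buffer with MgCl2, Triton X-100; 1 h reaction at ambient temperature.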
# GLS inh = blocks human kidney-isoform glutaminase activity; O94925; GLS enzymatic activity, qHTS titration; 410,000 compounds, 0.21% hits; AID 624170; Potency, µM (doses to about 45.5 µM), for the others: at the top dose activity change, negative = inhibition, usual class: inhibitors; also: potency is read from the fitted curve at half-maximal effect; % is scaled to controls: 0 for no effect and ±100 for the full control effect
#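 hKGA; 45 mM KH2PO4 pH 8.2 + 0.02% Tween-20; cpd via pin tool; 1 mM Gln soln; GluOx/HRP/Amplex Red; RT 30 min; fluor. t0 & final.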
# Pin1 inhibitor = inhibitors of human Pin1 | Q13526 | 390,000 compounds, 0.009% hits | Potency, µM (doses to about 115 µM), inactives show at the highest dose activity, negative = inhibition, usual class: inhibitors | Pin1 FP peptide displacement, HiFluor488, 10 min; active = well fitted inhibition curve with a large enough effect in the polarisation, with a control signal flat, not every such curve was filed as active; inconclusive = small, poorly fitted or top-dose-only effect, or effect the other way, or a change in a side signal; inactive = no such curve, though single readings can be large or run the other way; the % refers to the polarisation; also: potency is read from the fitted curve at half-maximal effect; % is scaled to controls: 0 for no effect and ±100 for the full control effect
# Target sequence (Q13526 whole entry, looked up): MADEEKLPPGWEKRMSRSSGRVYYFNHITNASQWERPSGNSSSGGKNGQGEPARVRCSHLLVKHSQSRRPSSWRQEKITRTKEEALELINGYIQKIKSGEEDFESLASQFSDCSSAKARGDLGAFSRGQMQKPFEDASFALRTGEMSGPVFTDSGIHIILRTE
# Tb PGK inh = inhibitors of T. brucei phosphoglycerate kinase | 380,000 compounds, 0.043% hits | PGK/GAPDH coupled, Kinase-Glo luminescence, 60 min | Potency, µM (doses to about 57.5 µM), for the others: at the top dose activity change, negative = inhibition, usual class: inhibitors | P07378; also: potency is read from the fitted curve at half-maximal effect; % is scaled to controls: 0 for no effect and ±100 for the full control effect; nearly all actives have a fitted effect of over 60% in size
# Target sequence (P07378 whole entry, looked up): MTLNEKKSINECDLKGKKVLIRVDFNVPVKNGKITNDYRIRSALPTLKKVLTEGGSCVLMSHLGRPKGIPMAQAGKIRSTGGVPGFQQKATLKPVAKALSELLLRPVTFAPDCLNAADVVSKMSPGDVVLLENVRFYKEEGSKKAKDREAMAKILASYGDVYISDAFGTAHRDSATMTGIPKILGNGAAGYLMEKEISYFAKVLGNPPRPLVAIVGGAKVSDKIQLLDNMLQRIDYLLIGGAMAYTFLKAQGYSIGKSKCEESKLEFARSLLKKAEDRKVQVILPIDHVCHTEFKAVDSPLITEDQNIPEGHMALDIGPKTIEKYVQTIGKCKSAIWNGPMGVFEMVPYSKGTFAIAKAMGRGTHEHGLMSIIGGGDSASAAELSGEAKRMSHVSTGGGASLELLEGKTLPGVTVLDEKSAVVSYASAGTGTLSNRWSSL
#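 Recombinant glycosomal PGK reaction used 1,3-bisphosphoglycerate generated in-well by GAPDH (100nM final) in 100mM TEA pH 7.6, 5mM MgCl2, 0.01% Tween-20. After 60 minutes at room temperature, ATP was read by Kinase-Glo Plus luminescence end-point.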
# USP1 inh = USP1/UAF1 (human) deubiquitinase inhibition; Potency, µM (highest dose often 57.1 µM), for inactives: top-dose activity change, negative = inhibition, most hits filed as inhibitors; O94782; recombinant USP1/UAF1, Ub-Rhodamine cleavage fluorescence; AID 743255; 390,000 compounds, 0.23% hits; also: potency is read from the fitted curve at half-maximal effect; % is scaled to controls: 0 for no effect and ±100 for the full control effect; nearly all actives have a fitted effect of over 60% in size; inactives centre near -12
#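 In this screen, compounds sit with the deubiquitinase complex (1nM) for 15 min at room temperature before Ub-Rho is added at 150nM final. Fluorescence rise is then followed for 6 reads every 60 seconds.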
# Starred values were filed as active, the others as inactive; i = inactive; ? = inconclusive; / = no result given; & = joins results of further samples; [ ] = another dose, or the depositor's remark. Unless noted, calls follow the shape of the dose curve; as a rule, active = well fitted curve in the direction sought with a large enough effect; inconclusive = small, poorly fitted or top-dose-only effect, or another doubt; inactive = no such curve, though single readings can be large; an effect the other way counts as inactive or inconclusive.
SMILES	mIDH1 inhibitor	TrxR1 substrate	HP1b binding inh	rTrxR1 inhibitor	PI4K2A block	GLS inh	Pin1 inhibitor	Tb PGK inh	USP1 inh
CCOC(=O)c1c(C)[nH]c(C)c1C(=O)CSc1nc2ccccc2n1CCC#N	1%	-6%	14%	4%	2	18%	-1%	10%	-7%
COc1ccccc1C(=O)Oc1ccc(N2C(=O)CCC2=O)cc1	4%	1%	30%	-7%	0	0%	5%	-4%	-15%
Cc1c(C(=O)N2CCCCC2)c(S(=O)(=O)N2CCN(c3ccc(F)cc3)CC2)c(C)n1C	4%	-12%	26%	-11%	-5	6%	-2%	-2%	-3%
COC(=O)c1cc(S(=O)(=O)N2CCN(c3ccc(F)cc3)CC2)cn1C	4%&0%	0%	14%[57 µM]	4%	-3&6	4%&0%	-1%&2%	-5%&-2%	?
CCOc1ccc(NC(=O)Cn2cc(C(=O)c3ccc(C)cc3)c(=O)c3cc4c(cc32)OCCO4)cc1	12%	-3%	63%[activator]	8%	-6	-4%	2%	i	-23%
Cc1ccc2nc(CC(O)(c3ccccc3)c3ccccc3)ccc2c1	-2%	/	/	/	2	0%	/	0%	-15%
COC(=O)CSc1nnnn1-c1cccc2ccccc12	2%	4%	30%	15%	7	1%	8%	-4%	-9%
COc1ccc(NC(=O)CCCN2C(=O)C(c3ccccc3)Oc3cccnc32)cc1OC (centres undefined)	18%&0%	-1%&-14%	3%&21%	26%&-10%	-5&3	-2%&8%	-8%&-8%	-8%&2%	-12%&-3%
COc1ccc(-c2cn3nc(N4CCC(C(=O)Nc5cc(Cl)ccc5C)CC4)sc3n2)cc1	-20%	1%	-5%	12%	4	-3%	-2%	2%	-23%
Cc1[nH]n(C(N)=S)c(=O)c1N=Nc1cccc(C(F)(F)F)c1	2%	-6%	5%	-12%[57.1 µM]	0	-13%	-1%	6%	-3%
O=C(Nc1ccc(Cl)c(Cl)c1)C1CC(=O)N(c2ccc(Br)cc2)C1 (centres undefined)	7%	-2%	31%	-2%	0	1%	3%	-10%	-8%
Cc1ccccc1NS(=O)(=O)c1ccc2oc(=O)ccc2c1	-6%	1%	33%	14%	12	-5%	-1%	-2%	-12%
CCOC(=O)c1[nH]c2c(c1Cc1ccccc1OC)C(=O)CC(c1ccc(OCC)cc1)C2 (centres undefined)	0%	-3%	22%	10%	0	-8%	20%	-4%	2%
Cc1cc(C)nc(N2CCC(C(=O)Nc3ccc4c(c3)OCCO4)CC2)n1	-7%	4%	28%	13%	4	0%	2%	-6%	-13%
Cc1ccc(NC(=O)CSc2nnc(-c3cnccn3)n2Cc2ccco2)cc1C	10%	4%[57.1 µM]	15%	13%[57.1 µM]	4	17%	10%	-1%	-3%
Cc1nc2[nH]c(=S)[nH]c2c(=O)[nH]1	-6%	4%	-9%	-22%	10	-24%	-6%	8%	?
CCCC(=NCCc1c(C)[nH]c2ccccc12)C1=C(O)CC(c2ccccc2)CC1=O (centres undefined)	9%	0%	-10%	4%	-1	-1%	19%	i	-17%
C=CCNC(=O)c1ccc(OC)cc1	-4%	11%	23%	20%[2.29 µM]	-8	-2%	1%	-4%	-14%
CC(C)C(C)NC(=O)CN1C(=O)NC(c2ccccc2)(c2ccccc2)C1=O (centres undefined)	-3%	7%	18%	15%	-13	-15%	6%	9%	-12%
O=C(NCc1cccc(F)c1)c1ccc2nc(CCc3ccccc3)oc2c1	-8%	6%[57.1 µM]	29%[57 µM]	19%[57.1 µM]	0	-5%	-9%	-6%	-14%

# Letters – A = mIDH1 inhibitor; B = TrxR1 substrate; C = HP1b binding inh; D = rTrxR1 inhibitor; E = PI4K2A block; F = GLS inh; G = Pin1 inhibitor; H = Tb PGK inh; I = USP1 inh
mol: COc1cccc(-c2nc(-c3ccc(NC(=O)c4cccnc4)cc3)no2)c1
  A: 7%	B: 11%	C: 3%	D: 7%[57.1 µM]	E: -3	F: 4%	G: 17%	H: -3%	I: -11%

mol: Fc1ccc(-c2csc(N3CCSCC3)n2)cc1
  A: 8%	B: -7%[57.1 µM]	C: 15%	D: 33%[57.1 µM]	E: 3	F: -1%	G: -3%	H: -1%	I: -14%

mol: CN(Cc1ccccc1)C(=O)COc1ccc2ccccc2c1
  A: 6%	B: -1%	C: 49%[activator]	D: 24%	E: 3	F: 1%	G: 1%	H: -6%	I: -17%

mol: COC(=O)c1c(-c2cccs2)csc1NC(=O)c1cc(OC)c(OC)c(OC)c1
  A: 9%	B: 15%	C: ?	D: 31%	E: -1	F: -10%	G: 0%	H: i	I: ?

mol: C/C(=N/Nc1ncc(C(F)(F)F)cc1Cl)c1ccncc1
  A: -2%	B: 0%[57.1 µM]	C: 25%	D: 2%[57.1 µM]	E: 7	F: 0%	G: -1%	H: -4%	I: -4%

mol: CCCCC1C2=C(CC(C)(C)CC2=O)OC2=C1C(=O)CC(C)(C)C2
  A: 2%	B: 5%[57.1 µM]	C: 33%	D: 3%[57.1 µM]	E: 3	F: 11%	G: -3%	H: -8%	I: -19%

mol: O=C(COC(=O)CC(NC(=O)c1ccccc1Cl)c1ccccc1)Nc1cccc(F)c1 (centres undefined)
  A: -12%	B: -3%	C: 31%	D: 21%	E: 1	F: 0%	G: ?	H: 0%	I: -13%

mol: CCOc1ccc2ccccc2c1/C=N/NC(=O)c1ccc(C)nc1
  A: 16%	B: 9%	C: 26%	D: 22%	E: -1	F: -4%	G: -2%	H: /	I: -21%

mol: COC(=O)c1cccc(C(=O)Nc2ccc(C)cc2)n1
  A: 5%	B: 4%	C: 20%	D: 11%	E: -3	F: 0%	G: 7%	H: -5%	I: -8%

mol: Cc1[nH]c2c(ccc3cccnc32)c1C
  A: 0%	B: 7%	C: ?	D: 13%[57.1 µM]	E: 6	F: 0%	G: -7%	H: -7%	I: ?

mol: CCOc1ccc(C2C(C(=O)c3cccs3)=C(O)C(=O)N2Cc2cccnc2)cc1OC (centres undefined)
  A: 13%	B: -10%[57.1 µM]	C: 50%[activator]	D: 20%[57.1 µM]	E: 3	F: -2%	G: -10%	H: i	I: -23%

mol: Cc1[nH]c2ccc(-c3nnc(SCC(=O)c4ccc(F)cc4)o3)cc2c1C
  A: 1%	B: 14%	C: 12%	D: 27%	E: -1	F: 21%	G: 13%	H: -8%	I: -11%

mol: CCN(CC)S(=O)(=O)c1cc(C(=O)Nc2ccncc2)ccc1Cl
  A: 2%	B: -10%	C: 23%	D: 0%	E: -3	F: 2%	G: -17%	H: 0%	I: -1%

mol: CCOC(=O)C1CCCN(c2c(Nc3ccc(OCC)cc3)c(=O)c2=O)C1 (centres undefined)
  A: 0%	B: -19%	C: 28%	D: ?	E: -1	F: 23%	G: 3%	H: -2%	I: ?

mol: CCOC(=O)c1oc2ccccc2c1NC(=O)c1ccc(S(=O)(=O)N(C)C)cc1
  A: 10%	B: 31%	C: 28%	D: 24%	E: 1	F: 2%	G: 3%	H: -5%	I: -10%

# Letters – A = mIDH1 inhibitor; B = TrxR1 substrate; C = HP1b binding inh; D = rTrxR1 inhibitor; E = PI4K2A block; F = GLS inh; G = Pin1 inhibitor; H = Tb PGK inh; I = USP1 inh
mol: COC(=O)c1ccc(NC(=S)NCc2ccco2)cc1
  A: 4%	B: 8%[57.1 µM]	C: 10%	D: 16%[57.1 µM]	E: 2	F: 0%	G: -11%	H: -4%	I: -21%

mol: O=C(NC1CCCc2c1cnn2-c1cc(F)cc(F)c1)c1cc[n+]([O-])cc1 (centres undefined)
  A: 0%	B: -1%	C: 38%	D: 5%	E: 9	F: -2%	G: -1%	H: -2%	I: -13%

mol: COc1ccccc1NC(=O)CNC(=O)c1ccccc1C
  A: 1%	B: 4%	C: 14%	D: 5%	E: -1	F: 0%	G: -6%	H: -9%	I: -17%

mol: C[C@@H]1CN([C@H](C)CO)C(=O)CCCn2cc(nn2)CO[C@H]1CN(C)C(=O)Cc1ccccc1
  A: -9%	B: /	C: /	D: /	E: 6	F: 5%	G: /	H: 3%	I: 6%

mol: CCOC(=O)N1CCN(C(=O)CNC(=O)c2nn(-c3ccc(OC)c(Cl)c3)c(=O)c3ccccc23)CC1
  A: -4%	B: 4%	C: 2%	D: 9%	E: -3	F: 8%	G: 5%	H: -7%	I: -2%

mol: CC1=C(C(=O)OC(C)C)C(c2ccc3c(c2)OCO3)NC(=O)N1 (centres undefined)
  A: 14%	B: 5%	C: 36%	D: 17%	E: 5	F: -5%	G: 6%	H: 2%	I: -17%

# Compound profiles, from the list above. Values in the order: mIDH1 inhibitor | TrxR1 substrate | HP1b binding inh | rTrxR1 inhibitor | PI4K2A block | GLS inh | Pin1 inhibitor | Tb PGK inh | USP1 inh
# CCCC(=NCCc1c(C)[nH]c2ccccc12)C1=C(O)CC(c2ccccc2)CC1=O (centres undefined) in the list: 9% | 0% | -10% | 4% | -1 | -1% | 19% | i | -17%
# CCCCC1C2=C(CC(C)(C)CC2=O)OC2=C1C(=O)CC(C)(C)C2 in the list: 2% | 5%[57.1 µM] | 33% | 3%[57.1 µM] | 3 | 11% | -3% | -8% | -19%
# Cc1ccc2nc(CC(O)(c3ccccc3)c3ccccc3)ccc2c1 in the list: -2% | / | / | / | 2 | 0% | / | 0% | -15%
# CCOC(=O)C1CCCN(c2c(Nc3ccc(OCC)cc3)c(=O)c2=O)C1 (centres undefined) in the list: 0% | -19% | 28% | ? | -1 | 23% | 3% | -2% | ?

# These rows are one share of the data, so the mix of outcomes need not match the whole.
